# Source: PubChem (National Center for Advancing Translational Sciences (NCATS))
# RXFP1 antagonist: antagonists of human relaxin receptor RXFP1 | Q9HBX9 | HEK293-RXFP1, relaxin-stimulated cAMP HTRF, 30 min; stronger effect = lower value | activity change, negative = inhibition, % at 57.5 µM | 350,000 compounds, 0.59% hits | AID 1259400;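 active = activity change of -60% or lower, but not beyond a set lower limit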; note: % is set by controls: 0 for no effect and ±100 for the full control effect
# D1 antag: antagonists of human D1 dopamine receptor | activity change, negative = inhibition, % at 10 µM | HEK293 TREx D1 cells, calcium flux, dopamine EC80; stronger effect = lower value | 360,000 compounds, 3.2% hits | P21728 | AID 504652; in the data active = activity change below about -30%; note: % is set by controls: 0 for no effect and ±100 for the full control effect
# Target sequence (P21728 whole entry, looked up): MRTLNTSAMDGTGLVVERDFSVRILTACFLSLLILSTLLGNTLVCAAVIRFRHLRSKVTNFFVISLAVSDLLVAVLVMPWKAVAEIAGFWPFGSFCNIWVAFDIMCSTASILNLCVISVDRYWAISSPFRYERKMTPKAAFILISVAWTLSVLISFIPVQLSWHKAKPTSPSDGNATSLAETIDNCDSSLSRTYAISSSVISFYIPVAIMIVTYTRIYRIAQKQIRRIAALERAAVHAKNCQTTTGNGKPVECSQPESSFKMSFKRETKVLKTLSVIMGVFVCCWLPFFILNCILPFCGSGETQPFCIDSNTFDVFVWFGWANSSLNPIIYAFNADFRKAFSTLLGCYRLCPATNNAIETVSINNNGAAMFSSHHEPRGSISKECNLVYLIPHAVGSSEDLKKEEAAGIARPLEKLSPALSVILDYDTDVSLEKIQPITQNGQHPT
#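 Inducible Hek293 Trex D1 cells (tetracycline, overnight, 30 C). Calcium dye 30–90 min RT. Antagonist mode: EC80 dopamine added after 180 s compound read.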
# D1 agonist: human D1 receptor agonism. P21728. HEK293 T-REx D1 cells, calcium flux, agonist mode. activation, % at 2 µM. 360,000 compounds, 1% hits; note: 0% is about no effect
#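 Agonism was scored from calcium flux recorded over 180 s (1 read/s) after pintool compound addition, following a 10-cycle baseline. Cells were inducible force-coupled HEK293 TREx D1, plated overnight at 30 C and loaded with no-wash calcium dye.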
# TRHR PAM: allosterically enhances the human TRH receptor. enhancement, % at 2 µM. AID 493056. TRHR cells, fluo-8 calcium fluorescence, EC20 TRH enhancement. 360,000 compounds, 0.66% hits; in the data active = enhancement above about 30%; note: 0% is about no effect
# Target sequence (P34981 whole entry, looked up): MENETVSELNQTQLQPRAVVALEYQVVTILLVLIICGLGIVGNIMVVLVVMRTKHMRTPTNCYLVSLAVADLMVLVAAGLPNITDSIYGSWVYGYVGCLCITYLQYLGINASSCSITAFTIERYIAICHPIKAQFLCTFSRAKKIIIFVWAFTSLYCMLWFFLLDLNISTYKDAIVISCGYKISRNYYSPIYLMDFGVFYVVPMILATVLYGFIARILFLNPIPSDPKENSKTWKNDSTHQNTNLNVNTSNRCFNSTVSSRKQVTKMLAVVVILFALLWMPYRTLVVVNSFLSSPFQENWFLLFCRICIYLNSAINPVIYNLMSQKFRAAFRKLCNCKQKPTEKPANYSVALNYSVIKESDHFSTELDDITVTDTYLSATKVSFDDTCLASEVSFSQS
#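 Enhancer read-out: after compound pinning and an initial kinetic agonist-mode read, an EC20 of TRH (10 nM final) was injected and fluo-8 calcium signal (Ex 480/Em 530) followed at 1 s/cycle for 100 cycles in TRHR-expressing cells.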
# D2 agonist: D2 dopamine receptor (human) agonism | AID 485358 | activation, % at 2 µM | 340,000 compounds, 0.53% hits | HEK293 T-REx D2 cells, calcium flux agonist mode;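 active = activation over 3 SD above normal in the single-dose calcium agonist read, cut at about 30% in these data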; note: 0% is about no effect
#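 Tetracycline-induced HEK293 T-REx cells with force-coupled D2 receptor, plated overnight at 30 C, loaded with no-wash calcium dye. After a 10 s baseline, compound was pin-added and calcium flux read kinetically for 180 s; calcium rises flagged agonists.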
# D1 potentiator: enhances dopamine response at the human D1 receptor. HEK293 TREx D1 cells, calcium flux, dopamine EC20 potentiation. potentiation, % at 10 µM. 360,000 compounds, 0.036% hits; in the data active = potentiation above about 30%; note: 0% is about no effect
# D2 antagonist: D2 dopamine receptor (human) antagonism; 340,000 compounds, 2% hits; P14416; AID 485344; inhibition, % at 10 µM; HEK293 TREx D2 cells, calcium flux, dopamine EC80; in the data active = inhibition above about 30%; note: 0% is about no effect
#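 Inhibition of EC80 dopamine-driven calcium flux, recorded kinetically, defines activity here; cells are a tetracycline-induced HEK293 T-REx line expressing force-coupled D2.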
# TRHR ag: TRH receptor (human) agonism | P34981 | TRHR cells, calcium flux fluo-8, FDSS agonist mode | activation, % at 2 µM | 360,000 compounds, 0.18% hits | AID 493084; note: 0% is about no effect
#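 In this calcium-flux screen, cells bearing human TRHR are dye-loaded with fluo-8, baselined for 10 cycles, then exposed to library compounds; positive kinetic calcium responses during the agonist phase mark hits, with TRH as control.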
# D2 potentiator: positive allosteric modulators of human D2 dopamine receptor; P14416; HEK293 T-REx D2, calcium flux, EC20 dopamine potentiation; potentiation, % at 10 µM; 340,000 compounds, 0.34% hits;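 active = potentiation over 3 SD above the plate norm, cut at about 30% in these data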; note: 0% is about no effect
#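 Tetracycline-induced Hek293 Trex D2 cells, force-coupled to calcium, loaded with no-wash calcium dye. Compound added with 180 s kinetic read for agonism, then EC20 dopamine and a further 180 s read for potentiation.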
# An asterisk follows results filed as active; x = not tested or not shown; & = joins results of further samples; ! = not active in a repeat. Cut-off read from the data, not from the text of the source, unless noted: active = activation above about 30%; inactive = the rest. An unsorted share of the library; overall some 7.3% were active at least once.
SMILES,RXFP1 antagonist,D1 antag,D1 agonist,TRHR PAM,D2 agonist,D1 potentiator,D2 antagonist,TRHR ag,D2 potentiator
C/C(=N/NC(=O)c1ccccc1O)c1ccc(N2C(=O)C3CCCCC3C2=O)cc1 (stereo not drawn),-1,5,2,1,x,3,x,0.0,x
Cc1ccc(C(=O)NCC(=O)OCC(=O)Nc2ncc(C(F)(F)F)cc2Cl)cc1,-3,-3,1,2,-0.9,1,13,0.1,0
Nc1[nH]n2c(=O)cc(-c3ccccc3)nc2c1N=Nc1ccc(S(N)(=O)=O)cc1,-26,-1,3,3,1.2,-1,1,0.1,-7
COc1ccccc1/C=C/C=N/NC(=O)CC1C(=O)NN=C1C (stereo not drawn),-1,9,2,2,-1.2,-1,-4,0.7,-10
CC1=C(C#N)C(=O)NC(=O)/C1=C/c1ccc(-c2ccc(S(N)(=O)=O)cc2)o1,-5,-9,1,-6,0.7,-1,9,-0.2,37*
CCOc1cc(NC(=O)Nc2ccc(F)cc2)c(OCC)cc1NC(=O)CC,-1,4,-2,-8,0.3,-4,6,-0.5,8
Cc1ccc(NC(=O)CN2C(=O)S/C(=C\c3ccc(-c4cccc(C(=O)O)c4C)o3)C2=O)cc1C,-19,-1,1,2,1.9,1,13,4.0,3
O=C(CNc1ccccc1Cl)c1ccc(Br)cc1,-4,7,1,-10,0.2,1,-4,0.3,1
O=C(Nc1cccc(S(=O)(=O)N2CCCCC2)c1)c1ccccn1,-20,-2,6,-2,-0.6,-4,-7,-0.1,-1
Cc1ccc(OC(C)C(=O)Nc2ccccc2C(=O)N2CCN(C)CC2)cc1 (stereo not drawn),-14,1,3,0,0.8,-3,23,0.4,13
OC[C@H]1OC(O)[C@H](O)[C@@H]1O (stereo partly drawn),x,9,0,-2,-1.3,-5,-8,0.4,3
CC(O)c1nc2ccccc2n1CCOc1ccccc1 (stereo not drawn),-13,-46*,43*,15,0.1,1,13,-0.6,26
CCN1CCN(c2ccc(S(=O)(=O)N(CC)CC)cc2[N+](=O)[O-])CC1,5,-3,9,2,x,4,x,0.2,x
CC(C)NC(=O)C(C)N1CCN(S(=O)(=O)c2ccc3ccccc3c2)CC1 (stereo not drawn),6,0,1,6,1.4,-2,-18,0.1,14
O=C(CSc1ccc2c(c1)OCCO2)Nc1ccc2c(c1)OCO2,-7,x,2,-5,0.5,-3,17,-0.4,1
Cc1cc(C)cc(NC(=O)N2CCC(CN3CCOCC3)CC2)c1,8,-13,3,5,1.9,0,x,1.6,-11
CCc1cccc(NC(=O)Cc2ccc([N+](=O)[O-])cc2)c1,1,-8,4,-6,-0.6,-4,8,-0.3,-17
CCOC(=O)C(=Cc1c[nH]c2ccc(S(=O)(=O)N(C)C)cc12)C(=O)OCC,-9,-10,0,1,-0.2,1,1,0.3,1
COc1ccc(NC(=O)C2CCCN2C(=O)OCc2ccccc2)c(OC)c1 (stereo not drawn),5,4,4,-2,x,0,x,-1.0,0
Cc1cc(C(=O)Nc2ccc(C)c(S(=O)(=O)N3CCOCC3)c2)c2ccccc2n1,-3,11,3,1,0.6,-3,3,0.5,10
Cc1cccc(N2C(=O)CC(N(C(=O)c3ccco3)c3cccc(C)c3)C2=O)c1 (stereo not drawn),-9,-1,0,2,1.5,1,-4,0.3,2
COc1ccc(CNc2nc(-c3ccc(Cl)cc3)cc(C(F)(F)F)n2)cc1,x,-14,41*,-8,x,4,x,-0.4,28
CCC1CCCCN1C(=O)CSc1nnc(-c2cccs2)o1 (stereo not drawn),-3,3,3,-2,0.2,5,-30,0.1,-5
COC(=O)N/N=C/c1ccc(-c2cc(Cl)ccc2Cl)o1,x,-4,1,0,-1.0,-8,-6,-0.4,-11
O=C1c2ccccc2C(=O)c2cc(NC(=O)C3CC3)ccc21,0,-3,0,-2,0.6,-3,-3,-0.2,-1
Cc1cc(NC(=O)c2ccno2)no1,3,7,2,0,0.7,8,3,0.5,10
O=C(O)C1CC(c2ccc(F)cc2)=NO1 (stereo not drawn),-5,-2,0,-4,0.9,-7,15,0.6,15
Cc1ccnc(N2CCCC(C(=O)Nc3nnc(C)s3)C2)n1 (stereo not drawn),-2,-3,1,-2,-0.1,-7,-4,0.3,2
FC(F)(F)c1cccc(-n2cc(-c3ccccc3)[nH]c2=S)c1,-18,-10,3,0,0.2,-8,-16,0.1,0
COc1ccc(-c2[nH]ncc2C=O)cc1,-7,-4,0,12,0.2,-3,-6,0.7,-21
COc1cccc(C(=O)N2CCN(CCc3ccncc3)CC2)c1,18,4,-1,-6,0.4,-1,x,0.5,6
Cc1nnc(SCC(=O)Nc2nccs2)n1C(C)C,7,9,2,-5,0.5,-7,1,0.1,-16
CCCC(=O)Nc1ccccc1-c1nnn(CC(=O)Nc2ccc(OCC)cc2)n1,11,-4,4,-7,0.0,1,x,-0.4,-1
CCOc1ccc2nc(N3CCC(C(=O)N4CCN(c5ccccn5)CC4)CC3)sc2c1,x,-28,1,-4,1.5,-3,-13,-0.5,12
COc1ccc(Cl)cc1C(=O)Nc1cccnc1Cl,x,-14,-1,3,0.4,-5,12,0.0,17
COC(=O)C(NC(=O)CCc1c(C)nc2c(-c3ccccc3)c(C)nn2c1C)C(C)C (stereo not drawn),x,-3,2,12,1.4,-5,x,0.1,4

# Only D1 potentiator, for some of the entries so far:
canonical_smiles	D1 potentiator
Cc1cc(NC(=O)c2ccno2)no1	8
O=C(O)C1CC(c2ccc(F)cc2)=NO1 (stereo not drawn)	-7

# Continued:
SMILES,RXFP1 antagonist,D1 antag,D1 agonist,TRHR PAM,D2 agonist,D1 potentiator,D2 antagonist,TRHR ag,D2 potentiator
Cn1cc(S(=O)(=O)c2ccc(Cl)cc2)c(=O)c2cc(F)c(N3CCCCCC3)cc21,-24,7,0,35*,1.2,1,x,0.5,-7
O=C(Cn1ncn2c(cc3ccccc32)c1=O)NCc1ccc(F)cc1,1,-9,0,-3,-0.3,2,x,-0.2,0
COc1ccc(-c2oc(NC(=O)c3ccc(C)cc3)c(C#N)c2-c2ccc(OC)cc2)cc1,-10,13,2,3,0.1,-6,15,0.3,-2
COc1cc(CNCC(O)c2ccccc2)ccc1OCc1ccc(Cl)nc1 (stereo not drawn),-12,19,27,3,0.8,-2,7,2.5,-2
O=C(Cc1ccc(Cl)cc1)NCC(c1cccs1)S(=O)(=O)c1ccc(Cl)cc1 (stereo not drawn),-15,5,6,-3,0.2,0,x,0.0,-6
CCOc1ccc(NC(=O)NCCN2CCN(c3ccccc3F)CC2)cc1,5&-4,-61*!,4&0,10&-1,77*,-23&-6,79*,0.3&-0.6,-29&-23
CCCCc1ccc(NC(=O)c2cc3c(=O)n4ccccc4nc3s2)cc1,2,-11,1,-10,0.5,1,x,0.0,-12
O=C(c1ccc(S(=O)(=O)NCc2ccco2)cc1)N1CCCC(C(F)(F)F)C1 (stereo not drawn),-8,-8,10,0,0.0,0,1,0.7,-10
Cc1ccc(OCCN2C(=O)OC(C)(C)C2(C)O)cc1 (stereo not drawn),-4,-14,2,6,-0.6,-6,-16,-0.7,10
Cc1onc(-c2ccccc2)c1C(=O)OCC(=O)NC(=O)c1ccccc1,-9,16,4,3,-0.5,-2,-3,0.0,8
CCOc1cc(/C=N/NC(=O)c2nn(C)cc2Br)ccc1OCc1ccccc1,x,-9,0,-4,-0.7,-4,1,-0.2,6
O=C(c1ccco1)N1CCN(C(=O)c2ccc(CS(=O)c3ccc(F)cc3)o2)CC1 (stereo not drawn),16,11,0,7,-0.1,-4,12,-1.1,-7

# Single entries from the entries so far:
# COc1ccc(Cl)cc1C(=O)Nc1cccnc1Cl in D1 antag = -14
# COC(=O)C(NC(=O)CCc1c(C)nc2c(-c3ccccc3)c(C)nn2c1C)C(C)C (stereo not drawn) in D2 agonist = 1.4
# COc1ccc(NC(=O)C2CCCN2C(=O)OCc2ccccc2)c(OC)c1 (stereo not drawn) in D1 antag = 4
# CCN1CCN(c2ccc(S(=O)(=O)N(CC)CC)cc2[N+](=O)[O-])CC1 in D1 potentiator = 4
# Cc1cc(C)cc(NC(=O)N2CCC(CN3CCOCC3)CC2)c1 in D1 agonist = 3

# Further records follow:
SMILES,RXFP1 antagonist,D1 antag,D1 agonist,TRHR PAM,D2 agonist,D1 potentiator,D2 antagonist,TRHR ag,D2 potentiator
COc1ccc(-n2nnnc2C2CCN(S(=O)(=O)c3ccc(C)cc3)CC2)cc1,-8,-9,3,0,-0.4,-3,x,1.6,-3
CC(Sc1nnc(N)s1)C(=O)Nc1nccs1 (stereo not drawn),3,-11,1,-1,0.2,-3,-2,0.0,3
O=C(CSc1ccccc1)NCc1ccc2c(c1)CCN2C(=O)c1ccc(Cl)cc1,-4,2,5,0,0.4,-4,x,0.2,10
Cc1ccc(SCc2ccc(C(=O)N3CCCCC3)cc2)cc1,-5,-12,18,-5,-1.9,-4,-3,-0.4,-4
CC1(C)CC(=O)c2sc(NC(=O)c3ccc4ncsc4c3)nc2C1,0,2,1,2,0.4,6,12,-0.1,2
C(=C\c1ccccc1)/CSc1nnc(-c2cccnc2)o1,-21,-11,3,7,-0.5,-9,-3,-1.6,10
COc1ccc(-c2nn(-c3ccccc3)cc2C2CC(c3cccs3)=NN2C(=O)CCC(=O)O)cc1 (stereo not drawn),0,-8,1,-8,1.4,-3,-1,0.4,5
Cc1cc(C)cc(COc2ccc3c(C)c(CC(=O)O)c(=O)oc3c2C)c1,12,-5,9,-2,-2.8,2,-30,-1.4,6
COC(=O)[C@@]1(Cc2ccccc2)[C@@H]2C(=CC(=O)[C@H]2CC(=O)C(=O)N(C)C)CN1C(=O)c1ccccc1,x,18,-1,2,1.6,-2,8,0.6,2
COc1cccc(C2NC(=O)NC(C)=C2C(=O)Nc2ccc(C)cc2)c1 (stereo not drawn),x,9,-1,14,-1.4,-3,-1,-0.9,0
Cc1nc2ccccc2n1CCc1nc2c3ccccc3nc(SCC(=O)Nc3ccc(Br)cc3F)n2n1,-1,3,1,-3,-0.1,-2,x,0.0,3
CC1(C)CN(O)CCN1O,26,4,3,-1,1.5,-2,-10,0.3,-7
CCCn1c(C)nc2c(c1=O)c1nc3ccccc3nc1n2CCC1=CCCCC1,-8,6,0,-6,-1.1,3,-3,0.1,9
CSCCC(NS(=O)(=O)c1ccccc1F)C(=O)NCc1ccncc1 (stereo not drawn),2,-2,5,-4,-0.1,-4,0,0.1,14
O=C(N/N=C\C=C\c1ccc2c(c1)OCO2)c1cccnc1,5,-39*,2,-2,0.4,-7,2,0.4,-4
C=Cc1ccc(C(=O)N2CCCC(CCC(=O)N3CCN(c4ccccn4)CC3)C2)cc1 (stereo not drawn),0,-12,2,-3,-0.3,-14,3,-0.9,13
COc1cccc(C2=NOC(C(=O)Nc3cccc(C(C)=O)c3)C2)c1OC (stereo not drawn),2,-12,6,-2,-0.4,-6,-2,-0.3,-7
